# Source: PubChem
# HTT ATP protect: qHTS Multiplex Assay to Identify Dual Action Probes in a Cell Model of Huntington: Cytoprotection (ATP) | 230,000 tested, 0.14% active | AID 1471, 2008 | PC12 HTT-Q103 induced, cytoprotection, ATP luminescence, 40 h | Potency, µM (doses to about 56.4 µM), for inactives: cytoprotection (ATP increase), actives largely listed as activators;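 note: % of control where 0% means no effect; nearly all actives have a fitted effect of over 45% in size; toxic huntingtin expression switched on by the ecdysone agonist tebufenozide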
#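 PC12 cells stably carrying ecdysone-inducible Htt exon 1 (Q103)–GFP were induced with 100 nM tebufenozide (final) alongside library compounds in a dose series. Cytoprotection was scored as retained ATP by ATPlite luminescence.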
# GAA spleen mod: qHTS Assay for Inhibitors and Activators of Human alpha-Glucosidase From Spleen Homogenate. Lysosomal alpha-glucosidase (Homo sapiens), P10253. human spleen homogenate, 4-MU-alpha-glucoside fluorescence. Potency, µM (series often up to 79.9 µM), without a hit: top-dose activity change, negative = inhibition, usual class: inhibitors. 240,000 tested, 0.006% active. AID 2112, 2009;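 note: 0% = enzyme with vehicle and -100% = no enzyme basal signal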
#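 Compounds were titrated against alpha-glucosidase in spleen homogenate at pH 5.0, with 1 mM 4-methylumbelliferyl substrate for 40 min at 37 C. Reactions were quenched with pH 10 NaOH/glycine and fluorescence measured.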
# Tau FP inhib: qHTS for Inhibitors of Tau Fibril Formation, Fluorescence Polarization | Potency, µM (highest dose often 57.7 µM), without a hit: at the top dose activity, negative = inhibition, usual class: inhibitors | K18 P301L tau heparin fibrillization, Alexa594 FP, 6 h | 280,000 tested, 0.39% active | Microtubule-associated protein tau (Homo sapiens), P10636; note: % is set by controls: 0 for no effect and ±100 for the full control effect; nearly all actives have a fitted effect of over 55% in size
# Target sequence (P10636 561-689 P618L limits assumed): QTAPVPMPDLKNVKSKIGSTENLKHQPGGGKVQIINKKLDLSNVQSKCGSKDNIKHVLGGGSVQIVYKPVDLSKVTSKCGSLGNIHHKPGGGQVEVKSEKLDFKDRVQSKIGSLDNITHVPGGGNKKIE
#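 FP of Alexa 594-tau after heparin (20 uM) induction. Substrate: human K18 P301L, 15 uM unlabeled, 0.24 uM labeled. Buffer 100 mM sodium acetate pH 7. 6 hr, 37 C.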
# Tau fluor cs: Counterscreen qHTS for Inhibitors of Tau Fibril Formation, Fluorescence Polarization; tau K18 P301L Alexa594 fluorescence, heparin fibrillization; Potency, µM (titrated, usually from 57.7 µM), without a hit: at the top dose activity change, negative = decrease; 280,000 tested, 0.93% active; note: % is set by controls: 0 for no effect and ±100 for the full control effect; nearly all actives have a fitted effect of over 55% in size
#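 Human tau K18 P301L (15 uM unlabeled, 0.24 uM Alexa 594-labeled) in 100 mM sodium acetate pH 7 with 20 uM heparin, 6 hr at 37 C. ThT 30 uM added, 1 hr ambient; Alexa 594 FP and total fluorescence read at 555/632 nm.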
# GAA inh: qHTS Assay for Inhibitors of Human alpha-Glucosidase as a Potential Chaperone Treatment of Pompe Disease | AID 1466, 2008 | Lysosomal alpha-glucosidase (Homo sapiens), P10253 | purified human GAA, 4-MU-alpha-glucoside fluorescence | 200,000 tested, 0.005% active | Potency, µM (titrated, usually from 76.9 µM), inactives show at the highest dose activity change, negative = inhibition, usual class: inhibitors;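 note: plate controls were uninhibited enzyme wells for no effect and no-enzyme background for full effect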
#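 Compounds are titrated up to 77 uM against 4 nM human enzyme. Substrate 4-methylumbelliferyl-alpha-D-pyranoside (400 uM) reacts 20 min at room temperature in pH 5.0 buffer; liberated 4-methylumbelliferone is read at 440 nm.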
# GAA glycogen: qHTS Assay for Inhibitors and Activators of Human alpha-Glucosidase Cleavage of Glycogen; Lysosomal alpha-glucosidase (Homo sapiens), P10253; recombinant GAA, glycogen substrate, Amplex Red glucose oxidase fluorescence; Potency, µM (series often up to 76.4 µM), without a hit: top-dose activity change, negative = inhibition, usual class: inhibitors; 300,000 tested, 0.38% active;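 note: 0% = full enzyme reaction and -100% = no-enzyme basal signal; the screen sought inhibitors and activators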
#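 Recombinant enzyme (4 nM final) with compounds titrated up to 77 uM and bovine liver glycogen (30 ug) in citrate pH 5.0, 0.01% Tween-20, 37 C 40 min. Released glucose detected by Amplex Red/glucose oxidase (Ex 573/Em 610); AC50 from Hill fits.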
# Tau fibril ThT: qHTS for Inhibitors of Tau Fibril Formation, Thioflavin T Binding; Potency, µM (doses to about 57.4 µM), for the others: top-dose activity, negative = inhibition, actives largely listed as inhibitors; recombinant tau K18 P301L (four-repeat tau fragment), heparin-induced fibrillization, ThT fluorescence; 270,000 tested, 2.1% active; note: % is set by controls: 0 for no effect and ±100 for the full control effect; nearly all actives have a fitted effect of over 55% in size
#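 Aggregation was driven by heparin (20 uM final) acting on recombinant tau […] bearing P301L in 100 mM sodium acetate pH 7; fibrils were detected with Thioflavin T.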
# aGal spleen mod: qHTS Assay for Inhibitors and Activators of Human alpha-Galactosidase From Spleen Homogenate; human spleen homogenate, 4MU-alpha-Gal fluorescence, 40 min; Potency, µM (doses to about 80 µM), inactives show at the highest dose activity change, negative = inhibition, actives largely listed as inhibitors; 240,000 tested, 0.008% active; AID 2107, 2009;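 note: 0% = enzyme with vehicle and -100% = no enzyme basal signal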
# Target sequence (P06280 32-429 limits assumed): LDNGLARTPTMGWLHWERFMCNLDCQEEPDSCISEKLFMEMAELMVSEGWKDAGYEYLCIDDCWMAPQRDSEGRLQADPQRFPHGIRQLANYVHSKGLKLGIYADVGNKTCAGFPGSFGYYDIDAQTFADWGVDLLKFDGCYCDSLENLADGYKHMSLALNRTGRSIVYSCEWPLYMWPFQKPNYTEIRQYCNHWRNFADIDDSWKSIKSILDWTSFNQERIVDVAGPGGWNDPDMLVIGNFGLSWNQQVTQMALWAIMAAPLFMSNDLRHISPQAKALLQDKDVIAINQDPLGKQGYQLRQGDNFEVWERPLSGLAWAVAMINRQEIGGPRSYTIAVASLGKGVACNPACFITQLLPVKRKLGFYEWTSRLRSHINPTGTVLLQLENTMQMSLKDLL
#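 Spleen homogenate 1 ug + cpd (titration) + 4-MU-alpha-D-galactopyranoside 1 mM; 37C 40 min; 50 mM citrate/phosphate pH 5.0, 0.01% Tween-20; stop pH 10; fluorescence 365/440; AC50 via Hill.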
# Numbers without * were called inactive; ? = inconclusive; / = no result given; & = joins results of further samples; [ ] = another dose, or the depositor's remark. Calls come from the whole dose curve; as a rule, active = well fitted curve in the direction sought with a large enough effect; inconclusive = small, poorly fitted or top-dose-only effect, or another doubt; inactive = no such curve, though single readings can be large; an effect the other way counts as inactive or inconclusive. Potency is the fitted concentration of half-maximal effect.
SMILES,HTT ATP protect,GAA spleen mod,Tau FP inhib,Tau fluor cs,GAA inh,GAA glycogen,Tau fibril ThT,aGal spleen mod
O=C(O)/C=C/C(=O)Nc1ccc(N2CCOCC2)nc1N1CCOCC1,-10%[10 µM],-1%,-8%,-20%,/,?,?,-11%
CCC1CCCCN1CCn1c(=S)[nH]c2cc(OC)c(OC)cc2c1=O (stereo unspecified),-24%,2%,-5%,-5%,-13%,-4%,2%,-3%
CCCn1c(C)cc(/C=C(\C#N)C(=O)OCC(=O)Nc2cccc(OC)c2)c1C,-59%[inhibitor][10 µM],4%,-9%,?,?,-5%,1%,1%
CC1CCN(C(=O)CSc2nc3c(cnn3-c3ccc(Cl)cc3)c(=O)[nH]2)CC1,0%,0%,0%,-7%,6%,11%,0%,1%
O=S(=O)(CC(O)COc1ccccc1Cl)c1ccccc1 (stereo unspecified),-8%,2%,1%,-6%,?,3%,0%,-1%
Cc1cc(C(=O)CNCc2ccco2)c(C)n1-c1ccc(F)cc1,-60%[inhibitor],-9%,-4%,-2%,-10%,-8%,-19%,1%
Cc1ccc2c(Cl)c(C(=O)NCc3cccnc3)sc2c1,-25%,-5%,6%,-7%,-1%,-6%,-16%,-1%
COCCNC(=O)c1ccccc1-c1ccccc1C(=O)O,17%,1%,-4%,5%,-11%,4%,-1%,6%
O=C(N/N=C/c1c(F)c(F)c(F)c(F)c1F)c1ccc(Cn2cc(Br)cn2)o1,/,1%,-11%,-21%,?,4%,10%,-7%
CS/C(=C\[N+](=O)[O-])Nc1ccc(C)cc1,0%,1%,3%,-15%,-6%,-6%,?,-11%
O=C(Nc1nnc(SCC(=O)N2CCCCC2)s1)C1CCCCC1,-5%[10 µM],-3%,-14%,-9%,0%,4%,-4%,-11%
CCOC(=O)c1ccc(NC(=S)N2CCC(O)CC2)cc1,-11%[10 µM],4%,-17%,-7%,-3%,-2%,-6%,1%
CCC(=O)Nc1ccc2nc(SCCOc3ccc(C)cc3)sc2c1,/,/,-17%,-8%,/,12%[76.3 µM],?,/
O=C(NC1=NCCS1)c1cccc2ccccc12,-80%[inhibitor],0%,-2%,-9%,-2%,-13%,-8%,4%
C=CCNC(=S)NNC(=O)c1cc(O)ccc1O,-21%,1%,-2%,-13%,?,?,-16%,6%
O=C(c1ccc(Cl)cc1)N1CCN=C1c1ccccc1,/,-2%,8%,3%,5%,9%,-6%,-10%
CC(C)=CC(O)C/C(C)=C/COc1ccc2ccc(=O)oc2c1 (stereo unspecified),7%[10 µM],-1%,15%,6%,/,-6%,-9%,15%
CCNC(=S)/N=C(/Nc1ccc(OC)cc1)Nc1nc(C)cc(C)n1,23%[10 µM],2%,-7%,-25%,-4%,5%,-12%,-19%
CCN(CC)CCn1c(-c2ccccc2)nc(=S)c2c1CC(C)(C)OC2,-8%,0%,5%,-5%,-3%,3%,0%,-2%
Cc1cc(C)c(S(=O)(=O)NCCc2cc3c(C)ccc(C)c3[nH]c2=O)c(C)c1,/,/,-7%,-4%,/,18%[76.3 µM],-2%,/
COc1cccc(N=C(N)N)c1,-8%,2%,-2%,-2%,0%,-6%,-4%,3%
CCCNC(=O)c1ccc(SC)cc1OC,-5%,9%,10%,-16%,-1%,-8%,-12%,9%
CC1CCN(c2nc3c(c(=O)n(C)c(=O)n3C)n2CCSc2nc3ccccc3o2)CC1,1%[0.074 µM],-2%,0%,7%,-13%,-3%,-7%,0%
COCCOC(=O)C1=C(N)OC2=C(C(=O)CCC2)C1c1cccnc1 (stereo unspecified),3%[10 µM],-18%,-13%,-9%,-5%[15.4 µM],1%,-10%,-15%
CNC(=S)N1CCC(c2nc3ccccc3s2)CC1,11%[10 µM],6%,3%,3%,13%,-10%,2%,17%
COc1cc(/C=C2\SC(=S)N(NS(=O)(=O)c3ccccc3)C2=O)cc(OC)c1OC,0%[10 µM],15%,4%,10%,/,-4%,?,8%
O=C(O)CSc1cc(C(=O)c2ccccc2O)cn2c(=O)c3c4c(sc3nc12)CCCC4,4%[10 µM],4%,-2%,-9%,/,-5%,?,2%
CN1C(=O)c2ccc(C(=O)NCc3ccccc3)cc2C1=O,19%[10 µM],6%,-6%,-14%,3%,-8%,-16%,2%
Cc1ccccc1NC(=S)NCc1cccn1C,/,1%,2%,3%,-5%,6%,1%,-2%
Cc1cccc(CNC(=O)C2CCN(c3nnc(-n4c(C)ccc4C)s3)CC2)c1,/,/,?,-19%,/,-4%[76.3 µM],?,/
CCOC(=O)c1ccc(-n2c(C)nc3c(cnn3-c3ccc(Cl)cc3)c2=O)cc1,5%,0%,-11%&4%,-4%&-5%,1%,4%[76.3 µM],-9%&-12%,5%
O=C(c1ccc(F)cc1)c1cn[nH]c1-c1ccccc1O,10%,-16%,2%,-6%,-1%,3%,-7%,5%
COc1ccc(NC(=O)CN(C)C2CCCCC2)c([N+](=O)[O-])c1,9%[1.9 µM],-16%,7%,-12%,-4%,12%,-10%,1%
Cn1cc(/C=C(\C#N)C(=O)Nc2ncc(Cc3ccc(Cl)cc3)s2)c2ccccc21,/,0%,?,?,-17%,5%,?,6%
Cc1cc(NC(=O)CSc2nnc3c(C)cc4c(C)ccc(C)c4n23)no1,-10%,-4%,2%,-1%,-3%,8%,-2%,4%
O=c1ccc(OCCOc2ccccc2)nn1-c1ccccc1,13%[0.074 µM],-5%,-2%,3%,-10%,0%,2%,0%
Cc1ccc(C2CC2C(=O)NNC(=S)Nc2cccc(Cl)c2)cc1 (stereo unspecified),30%[10 µM],0%,13%,-26%,-11%,-12%,-14%,-1%
Cc1ccc(-n2c(C)cc(C(=O)COC(=O)c3ccc[nH]c3=O)c2C)cc1,-30%[10 µM],-6%,7%,12%,1%,6%,5%,-2%
CCC(=O)Nc1cccc(C(=O)Nc2nccs2)c1,7%[10 µM],3%,7%,0%,2%,-15%,-4%,11%
CCN1C(=O)CC(C(=O)Nc2ccc(F)cc2)SC1=Nc1ccc2c(c1)OCO2 (stereo unspecified),6%[10 µM],3%,-6%,?,-5%,-6%,-3%,2%
OC(c1ccccc1)(c1ccc(F)cc1)C(c1ccccc1)N1CCOCC1 (stereo unspecified),-26%,-4%,-2%,-12%,-6%,-14%,-13%,4%
COCCn1nnnc1CN1CCC(NC(=O)c2ccc(Br)cc2)CC1,9%[10 µM],-6%,3%,3%,3%,0%,2%,-2%
COc1ccc(NC(=O)Cn2cnc3c(oc4ccccc43)c2=O)cc1OC,/,/,-1%,?,/,-14%[76.3 µM],-13%,/
C=CCn1c(SCC(=O)Nc2ccc(F)cc2)nc2cc(C(=O)O)ccc2c1=O,-13%,-19%,-1%,-5%,-2%,-3%,-3%,-3%
CC1=C(C(=O)OCC(C)C)C(c2cc3c(cc2Br)OCO3)NC(=O)N1C (stereo unspecified),28%,-6%,-3%,-2%,-7%,-14%,-8%,-10%
CCOC(=O)c1[nH]c(C)c(/C(O)=C2\C(=O)C(=O)N(CCCn3ccnc3)C2c2ccncc2)c1C (stereo unspecified),-32%,-4%,-5%,-13%,9%,-8%,?,2%
Cc1[nH]ccc(=O)c1OCc1ccccc1,9%[10 µM],-5%,-6%,-7%,-1%,-1%,-14%,-3%
O=c1cc(-c2ccccc2)nc2n1Cc1ccccc1-2,-12%,-14%,-6%,-11%,-2%,-4%,-10%,-3%
COc1ccc(NC(=O)n2nc(OC(=O)c3cccs3)cc2N)cc1,-6%[10 µM],-3%,?,-13%,/,?,?,-2%
CCN1CCc2c(OCc3ccc(C(=O)OC)o3)cccc2C1=O,-30%,/,2%,0%,-2%,-2%,?,1%

# An excerpt from above in order of molar mass, ascending:
SMILES,HTT ATP protect,GAA spleen mod,Tau FP inhib,Tau fluor cs,GAA inh,GAA glycogen,Tau fibril ThT,aGal spleen mod
CCOC(=O)c1ccc(NC(=S)N2CCC(O)CC2)cc1,-11%[10 µM],4%,-17%,-7%,-3%,-2%,-6%,1%
CC(C)=CC(O)C/C(C)=C/COc1ccc2ccc(=O)oc2c1 (stereo unspecified),7%[10 µM],-1%,15%,6%,/,-6%,-9%,15%
Cc1ccc(-n2c(C)cc(C(=O)COC(=O)c3ccc[nH]c3=O)c2C)cc1,-30%[10 µM],-6%,7%,12%,1%,6%,5%,-2%
CC1CCN(c2nc3c(c(=O)n(C)c(=O)n3C)n2CCSc2nc3ccccc3o2)CC1,1%[0.074 µM],-2%,0%,7%,-13%,-3%,-7%,0%
CCOC(=O)c1[nH]c(C)c(/C(O)=C2\C(=O)C(=O)N(CCCn3ccnc3)C2c2ccncc2)c1C (stereo unspecified),-32%,-4%,-5%,-13%,9%,-8%,?,2%

# Going on with the list:
SMILES,HTT ATP protect,GAA spleen mod,Tau FP inhib,Tau fluor cs,GAA inh,GAA glycogen,Tau fibril ThT,aGal spleen mod
Cc1ccnc(NC(=O)CSc2nnc3c(n2)[nH]c2ccccc23)c1,3%[10 µM],-5%,?,-22%,6%,-6%,-12%,-2%
Cc1nn(C)c(-c2n[nH]c(=S)n2Cc2ccco2)c1Cl,16%[10 µM],-2%,0%,1%,2%,5%,-3%,3%
Cc1n[nH]c(=S)n(NC(=O)CC(=O)Nn2c(=S)[nH]nc(C)c2=O)c1=O,/,1%,3%,5%,-3%,?,2%,0%
COc1ccccc1-c1nc(C#N)c(N2CCC(C(N)=O)CC2)o1,-30%,13%,-2%,-16%,-1%,-11%,-13%,20%
CCCCN(Cc1cc2cc(OC)ccc2[nH]c1=O)C(=O)c1ccccn1,-7%[10 µM],1%,-5%,-5%,?,-1%,-11%,?
